GPR151 activ – human GPR151 activation; Q8TDV0; PathHunter beta-arrestin GPR151 cells, luminescence; activation, % at 11.2 µM; hit rate 1% among 650,000; in the data active = activation above about 4.9%;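 also: 0% = median of compound wells and 100% = cells with positive control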
Target sequence (Q8TDV0 whole entry, looked up): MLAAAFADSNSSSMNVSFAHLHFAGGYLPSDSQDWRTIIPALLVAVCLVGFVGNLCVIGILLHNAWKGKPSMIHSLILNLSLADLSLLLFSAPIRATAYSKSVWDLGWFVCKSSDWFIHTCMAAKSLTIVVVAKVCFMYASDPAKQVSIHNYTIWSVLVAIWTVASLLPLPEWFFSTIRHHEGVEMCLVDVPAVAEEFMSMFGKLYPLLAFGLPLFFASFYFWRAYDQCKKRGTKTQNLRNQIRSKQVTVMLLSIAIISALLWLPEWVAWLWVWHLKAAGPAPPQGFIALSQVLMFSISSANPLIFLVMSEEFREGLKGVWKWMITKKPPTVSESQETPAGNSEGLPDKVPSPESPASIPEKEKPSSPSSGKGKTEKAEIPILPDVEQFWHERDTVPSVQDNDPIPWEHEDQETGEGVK
MITF inh – inhibitors of human MITF | O75030 | AlphaScreen MITF homodimerization, bead proximity signal | inhibition, % at 2.6 µM | hit rate 0.91% among 650,000 | AID 1259374; in the data active = inhibition above about 50%;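 also: 0% = vehicle wells with protein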
Target sequence (O75030 whole entry, looked up): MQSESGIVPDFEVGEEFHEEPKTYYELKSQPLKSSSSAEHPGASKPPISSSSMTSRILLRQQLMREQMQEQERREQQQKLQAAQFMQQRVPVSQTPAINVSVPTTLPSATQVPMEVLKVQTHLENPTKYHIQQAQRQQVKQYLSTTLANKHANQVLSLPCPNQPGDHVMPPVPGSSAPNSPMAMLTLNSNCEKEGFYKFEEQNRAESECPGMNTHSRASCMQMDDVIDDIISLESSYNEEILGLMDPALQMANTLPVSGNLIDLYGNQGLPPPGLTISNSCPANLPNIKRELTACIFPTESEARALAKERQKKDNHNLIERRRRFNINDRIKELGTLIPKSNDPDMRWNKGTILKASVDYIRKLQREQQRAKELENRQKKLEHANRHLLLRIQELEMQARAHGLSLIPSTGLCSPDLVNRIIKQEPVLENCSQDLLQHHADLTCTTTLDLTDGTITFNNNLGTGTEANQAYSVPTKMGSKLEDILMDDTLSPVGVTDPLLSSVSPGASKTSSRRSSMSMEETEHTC
FBW7 activator – activators of human E3 ligase FBW7; Q969H0; AlphaScreen FBW7–phospho-cyclin E peptide binding, activator screen; normalized activity (activation), % at 26.1 µM; hit rate 0.13% among 650,000; in the data active = normalized activity above about 1.9%;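 also: purified mutant Fbw7 with reduced substrate affinity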
TEAD-YAP inh – TEAD-YAP interaction inhibition; hit rate 1.4% among 640,000; inhibition, % at 9.12 µM; AID 1259422; HEK-TIYL cells, TEAD-Gal4/YAP UAS-luciferase luminescence; in the data active = inhibition above about 32%;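 also: 0% = median of test compound wells and 100% = reference inhibitor wells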
* hit, by the source's call; & = joins results of further samples. Outcome played no part in choosing rows (roughly 3.4% active in at least one column).

SMILES	GPR151 activ	MITF inh	FBW7 activator	TEAD-YAP inh
C=CCOc1ccc(C2C3=C(CCCC3=O)OC3=C2C(=O)CCC3)cc1OCC	-0.3	11	0.1	11
O=C(O)/C=C\C(=O)N1CCc2ccccc21	-1.0	-6	0.0	1
CCOC(=O)N1CCc2c(sc(NC(=O)c3ccc(Cl)s3)c2C#N)C1	-0.8	0	0.2	-4
COc1ccc(Nc2nc3ccc(F)cc3s2)cc1	-0.8	14	0.9	-83
COc1ccc(CNC(=O)Cn2c(=O)[nH]c3ccsc3c2=O)cc1	1.6	14	0.0	3
CCN(CC)c1ccc(/C=N/NC(=O)CNC(=O)c2ccccc2O)cc1	2.0	12	0.0	6
CC(C)C(NC(=O)c1ccccn1)c1nnc2n1CCN(CC1CCCCC1)CC2 (stereo not drawn)	0.7	-2	-0.1	-5
COc1ccc(C(Nc2ccccn2)c2oc(CO)cc(=O)c2O)cc1 (stereo not drawn)	2.5	5	-0.1	0
CCCCC12CN3CC(C)(CN(C1)C31C(=O)N(CC)c3ccc(Br)cc31)C2=O (stereo not drawn)	0.2	5	0.0	1
Cc1cc(C)c(OCC(=O)Nc2ccc(C)c(C)c2)c(C)c1	1.2	-3	0.0	-4
COc1ccc(C2CC(c3cccs3)=NN2C(=O)CSc2nnc(CNC(=O)c3cccc(OC)c3)n2-c2cccc(Cl)c2)cc1 (stereo not drawn)	2.7	10	0.1	3
CCOc1cc(/C=N/n2c(C)cc(C)c(C#N)c2=O)ccc1O	1.3	8	0.2	23
Cc1nc(NCCc2ccc(S(N)(=O)=O)cc2)c2c(C)c(C)sc2n1	1.5	0	0.1	6
CCc1cc2c(=O)c(-c3cnn(-c4ccccc4)c3)coc2c(CN2CCOCC2)c1O	-1.7	-5	-0.1	1
CCOC(=O)c1cnc(SCc2c(F)cccc2Cl)nc1N	0.3	8	1.1	-5
COc1ccc(N2C(=O)C3C4C=CC(C5CC45)C3C2=O)c([N+](=O)[O-])c1 (stereo not drawn)	-0.9	-7	-0.4	-11
Cc1cc(C)cc(OCc2nnc(SCC(=O)Nc3ccccc3)o2)c1	-1.6	-16	-0.2	-10
c1cnc2ccc(Nc3nc4ncnc(Nc5ccc(N6CCOCC6)cc5)c4[nH]3)cc2c1	-1.8	5	3.9*	36*
CCCCOC(=O)c1ccc(NC(=O)CSc2nnc(N)s2)cc1	-2.0	16	1.0	-14
N[C@H](Cc1cccc(Cl)c1)c1nc2ccc(-c3cn[nH]c3)cc2c(=O)[nH]1	-0.1	-9	-0.5	69*
CCN(CC)CCCNCC(=O)N1c2ccccc2CC1C (stereo not drawn)	-2.4	39	0.6	6
Cc1ccc(CNC(=O)C2CC(=O)N(CCc3ccccc3)C2)cc1 (stereo not drawn)	1.1	-4	-0.1	1
S=C(NCCCN1CCOCC1)Nc1ccc(Cl)cc1Cl	-0.5	1	-0.1	2
O=P(O)(O)C(O)(Cc1cccnc1)P(=O)(O)O	-1.3&0.4	3&-1	0.1&0.3	6&7

A draw from above in order of formula weight, rising:
SMILES	GPR151 activ	MITF inh	FBW7 activator	TEAD-YAP inh
O=P(O)(O)C(O)(Cc1cccnc1)P(=O)(O)O	-1.3&0.4	3&-1	0.1&0.3	6&7
S=C(NCCCN1CCOCC1)Nc1ccc(Cl)cc1Cl	-0.5	1	-0.1	2
Cc1nc(NCCc2ccc(S(N)(=O)=O)cc2)c2c(C)c(C)sc2n1	1.5	0	0.1	6
CCc1cc2c(=O)c(-c3cnn(-c4ccccc4)c3)coc2c(CN2CCOCC2)c1O	-1.7	-5	-0.1	1

(cont.)
SMILES	GPR151 activ	MITF inh	FBW7 activator	TEAD-YAP inh
O=C(c1cc(COc2c(F)cccc2F)on1)N1CCC(C(O)c2ccccn2)CC1 (stereo not drawn)	-1.7	9	0.2	2
CCOC(=O)NC(c1ccc(OC)cc1)C(C(=O)OCC)C(=O)c1ccccc1 (stereo not drawn)	-1.0	-1	-0.1	-1
O=C(CCc1nnc(CCCc2ccccc2)o1)N1CCCCCC1	-0.5	17	0.8	-66
O=C(NCCCN(Cc1ccco1)C1CCCC1)c1nc(-c2cccnc2)no1	0.2	-2	0.2	1
CCn1ncc(CNC(=O)c2ccc(Cl)c([N+](=O)[O-])c2)c1C	0.7	-12	-0.1	6
COCC(=O)N1CCCc2ccc(NS(=O)(=O)c3ccc(C)c(C)c3)cc21	0.2	17	-0.1	15
COc1cc(C(=O)N2c3ccc(C)cc3C3CN(C)CCC32)cc(OC)c1OC (stereo not drawn)	-0.5	4	-0.2	9
O=Cc1ccc(/C=C/C(=O)c2ccc(N3CCOCC3)cc2)cc1	0.2	4	-0.1	17
CN(c1ccc(Br)cc1)S(=O)(=O)c1cccc2nsnc12	1.2	7	-0.6	5
COc1ccccc1-n1c(=O)c(C#N)cc2c(=O)n3ccccc3nc21	-0.3	1	-0.2	4
CC1Cc2ccccc2N1C(=O)CNCC(c1ccccc1)N(C)C (stereo not drawn)	-0.3	67*	-0.7	-3
COc1ccc(/C=N/NC(=O)CNC(=O)c2ccc(C(C)(C)C)cc2)cc1OC	-0.7	4	0.2	-6

The closing two entries of the part above come first, to join the parts:
SMILES	GPR151 activ	MITF inh	FBW7 activator	TEAD-YAP inh
CC1Cc2ccccc2N1C(=O)CNCC(c1ccccc1)N(C)C (stereo not drawn)	-0.3	67*	-0.7	-3
COc1ccc(/C=N/NC(=O)CNC(=O)c2ccc(C(C)(C)C)cc2)cc1OC	-0.7	4	0.2	-6
Cc1c(Cl)cccc1NC(=O)c1sc2ncnc(N3CCN(c4ccccn4)CC3)c2c1C	-0.6	-6	-0.1	-7
COc1cccc(/C=N/NC(=O)COc2ccc(C)c(C)c2)c1O	1.0	-32	-0.1	0
Cc1cc(NC2CC2)nc(NCc2ccc3c(c2)OCO3)n1	0.6	-9	0.1	-2
COc1ccc(C(=O)O)cc1Cn1nc(C)cc1C	-0.6	-15	-0.1	-7
CCCCSc1nnc2c(n1)OC(c1ccccc1Br)Nc1ccccc1-2 (stereo not drawn)	2.7	8	-0.1	-11
CCCCCCCC(=O)NNC(=O)C1CCCCC1	-0.7	24	0.1	5
O=C(C[n+]1ccccc1)Nc1ccc(C(=O)O)cc1	-1.1	-3	-0.1	1
C[C@H](NS(=O)(=O)c1ccccc1F)C(=O)OCc1cc(=O)oc2cc3c(cc12)CCC3	1.3	-3	-0.1	0
O=C1c2ccccc2S(=O)(=O)N1Cc1ncc(-c2ccccc2)o1	-1.1	-8	0.1	15
O=C(NC12CC3CC(CC(C3)C1)C2)c1ccc(CN2CCCC(O)C2)[nH]c1=O (stereo not drawn)	1.1	5	0.1	1
COc1ccc(-n2ncc3c(NCc4cccs4)ncnc32)cc1	1.9	12	0.0	-71
O=C(c1ccccn1)N1CCC2(CCC(CNC(=O)C3(c4ccccc4)CC3)O2)CC1 (stereo not drawn)	-0.5	-11	0.9	-9
Cc1ccc(-c2ocnc2C(N)=O)cc1	-0.3	0	-0.1	-5
CN(C)c1c([N+](=O)[O-])cc([N+](=O)[O-])c2cccnc12	1.1	54*	-0.6	7
Cc1ccccc1N1CCCN(Cc2nc(-c3ccccn3)no2)CC1	0.7	-2	-0.1	-10
O=C(Cc1cc(=O)[nH]c(=O)[nH]1)N1CCC(Cc2ccccc2)CC1	2.5	4	0.1	3
COc1ccc(C(C)=O)cc1CC(C(=O)Nc1ccc2c(c1)OCO2)C(=O)c1ccccc1 (stereo not drawn)	-1.5	6	-0.1	-7
COc1ccc2nc(NC(=O)c3cccc(Oc4ccccc4)c3)sc2c1	0.8	-4	0.0	-3
O=C(NCCc1ccc(O)cc1)c1cccc(-c2ccc(C(=O)NC3CC3)cc2)c1	-0.2	16	0.1	-9
CC1=C(C(=O)NC(C)c2ccccc2)C2(CCC(C)CC2)OC1=O (stereo not drawn)	-0.9	13	1.5	-15
COc1ccc(CSc2nnc(-c3cccc(Br)c3)n2-c2ccccc2)cc1[N+](=O)[O-]	-1.5	0	-0.1	-34
CCOc1ccc(N/C(SCc2ccccc2C)=C(/C#N)C(=O)NCc2ccco2)cc1	-0.4	4	-0.2	6
COc1ccc(C(=O)Oc2cccc3c(OC)ccc(C=O)c23)cc1	0.0	30	0.1	-3
COc1ccc(NC(=O)C(=O)NCCC2=CCCCC2)cc1	1.5	10	0.1	-2
COc1cccc(CN2CCNC(=O)C2CC(=O)NCc2ccncc2)c1OC (stereo not drawn)	0.0	10	-0.1	4
O=C1OC(c2cccc(Cl)c2)=N/C1=C\c1ccccc1F	1.3	6	0.0	12
O=C1CCCc2sc([N+](=O)[O-])cc2N1	0.6	3	-0.1	-4
O=C(CSc1nc2ccccc2[nH]1)Nc1ccccn1	0.3	7	0.2	13
CCCCN(C(=O)NC(=O)Nc1ccccc1OCC)S(=O)(=O)c1ccc(C)cc1	0.0	9	0.1	-1
Cc1ccc(C)c(NC2OC(=O)c3ccccc32)c1 (stereo not drawn)	0.3	11	-0.1	-5
Cc1cccc(CSc2nc(=O)[nH]c3c2CCC3)c1	2.8	-1	-0.1	3
O=C(c1ccccc1)N1CCN(c2ccc(C(F)(F)F)cc2[N+](=O)[O-])CC1	0.6	14	-0.1	-6
O=C(Nc1cccnc1Cl)c1cc(C2CC2)on1	-0.1	-4	0.0	-19
CC(=O)c1cccc(Nc2ncnc3c2cnn3-c2ccc(C)cc2C)c1	-1.0	-12	0.0	-1
O=[N+]([O-])c1ccc2oc(-c3cccc(O)c3)nc2c1	-2.9	16	0.5	74*
COc1cc(NC(=O)c2ccc3nc(Nc4ccc(N5CCOCC5)cc4)sc3c2)cc(OC)c1OC	-0.4	3	0.0	-16
Cc1cc(Nc2n[nH]c(N)c2C#N)ccc1F	-0.9	6	0.8	-11
CCN(CC)C(=O)c1ccc(OC)c(OC)c1	1.5	-15	-0.1	3
CCOC(=O)c1cnc2ccc(OC(F)(F)F)cc2c1Nc1ccccc1C(=O)O	0.1	-14	0.0	8
Cc1ccc(C(=O)N2CCN3C(=O)[C@H](Cc4ccccc4)NC(=O)[C@H]3C2)cc1	-1.0	16	0.9	-11
O=C(NC1CCCCC1)c1ccc2c(=O)n(C3CCCCC3)c(=S)[nH]c2c1	0.7	9	-0.1	10
COc1cc(C2NC(=O)c3c(sc4c3CCN(C)C4)N2)cc(I)c1OC (stereo not drawn)	0.7	10	0.1	27
O=C(c1cc(Cl)sc1Cl)N(CC1CCCO1)c1nc2c(F)cccc2s1 (stereo not drawn)	-1.4	6	0.5	-19
O=C(CC1Nc2c3ccccc3nc(=S)n2C1=O)NC1CCCCC1 (stereo not drawn)	0.2	-2	-0.3	-5
CCOC(=O)c1c(NC(=O)N/N=C\c2ccc(O)c(OC)c2)sc(C(C)=O)c1C	-0.4	-14	0.1	-3
COc1ccc(C(=O)/C=C/Nc2ccc(Br)cc2)cc1	0.2	2	-0.1	2
CC(=O)CSc1nc(-c2ccc3c(c2)OCO3)cc(C(F)(F)F)c1C#N	-0.1	5	0.8	3
Cc1cc(C)c2c(c1)cc(C)c1nn(Cc3cccnc3)c(=O)n12	-0.8	13	0.2	-23

A different layout for some results above:
SMILES,GPR151 activ,MITF inh,FBW7 activator,TEAD-YAP inh
Cc1cc(Nc2n[nH]c(N)c2C#N)ccc1F,-0.9,6,0.8,-11
CCN(CC)C(=O)c1ccc(OC)c(OC)c1,1.5,-15,-0.1,3

The list continues:
SMILES	GPR151 activ	MITF inh	FBW7 activator	TEAD-YAP inh
CCc1nc2c(o1)NC(N)=C(C#N)C21CCN(C)CC1	0.6	12	-0.1	6
O=C(NC12CC3CC(CC(C3)C1)C2)N1CCN(C(=O)C2CCCO2)CC1 (stereo not drawn)	-1.6	-7	0.1	-10
CCN1C(=O)/C(=C/c2cc(C)n(-c3cccnc3)c2C)SC1=S	1.9	3	-0.1	12
CCCc1nc2c(C)cc(-c3nc4ccccc4n3C)cc2n1Cc1ccc(-c2ccccc2C(=O)O)cc1	-0.5&1.5&2.0	-9&21&0	0.2&0.2&0.1	3&8
Cc1ccc(S(=O)(=O)N/N=C2\C(=O)C3(C)CCC2C3(C)C)cc1 (stereo not drawn)	-1.7	13	0.5	4
COC(=O)C1C(=O)NC(SC)=C(C#N)C1c1ccc(C)cc1 (stereo not drawn)	-0.7	13	0.3	14
COc1cc(-c2nnc(SCC(=O)NC3CCCCC3)o2)cc(OC)c1OC	0.0	23	0.8	9
Nc1nc(Nc2cccc3ccccc23)nc(C2CCCC2=O)n1 (stereo not drawn)	-0.5	10	0.6	-1
CCC(CO)NC(=O)c1cc2c(n(-c3ccc(Cl)cc3)c1=O)CC(C)(C)CC2=O (stereo not drawn)	-0.4	-8	0.2	-10
COc1ccc(N=c2scc(-c3ccc(S(=O)(=O)N4CCOCC4)cc3)n2CCO)cc1	-1.1	6	0.3	9
Cn1cc(/C=C/c2nc3ccccc3c(=O)n2-c2ccccc2[N+](=O)[O-])c2ccccc21	0.2	15	-0.2	1
CCc1nnc(C2CCN(C(=O)Nc3ccc(Cl)cc3)CC2)s1	0.8	4	0.7	7
CC#CCCC(=O)Nc1cccc(C(=O)O)c1	0.4	6	0.1	-29
COc1ccc(C(=O)Nc2c3c(nn2-c2ccc(C)cc2C)CSC3)cc1OC	0.6	-5	0.0	9
COc1ccc(CCNS(=O)(=O)c2ccc(F)cc2)cc1	-1.1	18	-0.1	-4
COc1cc([N+](=O)[O-])ccc1NC(=O)N1CCCCCC1	-1.9	4	0.8	-7
CCN(CC)S(=O)(=O)c1cc(C(=O)NC2CCCCC2)ccc1Br	1.4	-4	1.2	-44
CSc1ccccc1C(=O)NCCOc1ccccc1C(C)C	1.0	-9	-0.1	-4
